Screening data as filed in PubChem BioAssay.
Rab9 promoter act: qHTS Assay for Rab9 Promoter Activators; Potency, µM (doses to about 9.22 µM), without a hit: top-dose activation, negative = inhibition, actives largely listed as activators; AID 485297, 2010; actives 2.8% (n = 320,000); Huh7 Rab9 promoter-luciferase reporter, luminescence, 24 h; further: % of control where 0% means no effect; nearly all actives have a fitted effect of over 60% in size
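Steps: seed 1500 Huh7 Rab9-luc cells per well, rest 2 h at 37 °C; add compound in DMSO; incubate 24 h; add luciferase reagent, 10 min ambient; read luminescence.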
uPA generation: qHTS for Inhibitors of Cell Surface uPA Generation. actives 0.31% (n = 330,000). Potency, µM (titrated, usually from 38.3 µM), without a hit: at the top dose activity change, negative = inhibition, hits mostly inhibitors. cell surface uPA generation assay, qHTS. AID 540303, 2011; active means well fitted inhibition curve with a large enough effect; inconclusive means small, poorly fitted or top-dose-only effect; inactive means no such curve, though single readings can be large or run the other way; tested in mouse RAW 264.7 cells; further: on the % scale 0 is the no-effect control and ±100 the full control effect; nearly all actives have a fitted effect of over 55% in size
MBNL1 CUG block: qHTS Assay for Inhibitors of MBNL1-poly(CUG) RNA binding; Potency, µM (top dose mostly 57.5 µM), inactives show top-dose activity change, negative = inhibition, usual class: inhibitors; Muscleblind-like protein 1 (Homo sapiens), Q9NR56; actives 0.036% (n = 280,000); TR-FRET MBNL1-His/biotin-(CUG)12 binding, 665/545 ratio; active means well fitted inhibition curve with a large enough effect in the signal ratio, with a control signal flat, not every such curve was filed as active; inconclusive means small, poorly fitted or top-dose-only effect, or effect the other way, or a change in a side signal; inactive means no such curve, though single readings can be large or run the other way; the % refers to the signal ratio; further: on the % scale 0 is the no-effect control and ±100 the full control effect
Target sequence (Q9NR56 whole entry, looked up): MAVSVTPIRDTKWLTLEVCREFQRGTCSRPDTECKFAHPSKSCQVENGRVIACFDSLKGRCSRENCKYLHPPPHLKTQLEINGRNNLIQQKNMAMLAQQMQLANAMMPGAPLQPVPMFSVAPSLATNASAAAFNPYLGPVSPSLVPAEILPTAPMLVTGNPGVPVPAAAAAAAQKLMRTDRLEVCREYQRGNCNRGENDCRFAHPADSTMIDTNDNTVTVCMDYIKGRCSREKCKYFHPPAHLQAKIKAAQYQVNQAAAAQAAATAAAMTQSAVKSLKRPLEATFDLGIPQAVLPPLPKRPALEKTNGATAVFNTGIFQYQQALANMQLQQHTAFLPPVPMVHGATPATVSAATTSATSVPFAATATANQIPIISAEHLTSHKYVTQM
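Ratiometric TR-FRET (665 over 545 nm, excitation 340 nm) tracks disruption of MBNL1-His/biotin-(CUG)12 complex after 60 min at room temperature, with compounds at 92 nM to 58 uM final.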
RORgamma inh: qHTS for inhibitors of ROR gamma transcriptional activity; AID 2551, 2010; actives 5.4% (n = 310,000); Potency, µM (top dose mostly 53.6 µM), without a hit: at the top dose activity change, negative = inhibition, usual class: inhibitors; Drosophila S2 Gal4-RORgamma UAS-luciferase reporter, 20 h; further: on the % scale 0 is the no-effect control and ±100 the full control effect; nearly all actives have a fitted effect of over 60% in size
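ROR gamma transcriptional activity was tracked as Gal4-UAS luciferase output in stably transfected Drosophila Schneider cells, with compound added 1 hr before 700 uM copper sulfate induction and a 20 hr ambient-temperature incubation.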
NPC1 prom act: qHTS Assay for NPC1 Promoter Activators. Huh7 NPC1 promoter luciferase reporter, 24 h. Potency, µM (doses to about 9.22 µM), for the others: at the top dose activation, usual class: activators. actives 2.4% (n = 320,000). AID 485313, 2010;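 further: % of control where 0% means no effect; nearly all actives have a fitted effect of over 60% in size; reporter is driven by a mutant NPC1 promoter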
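Stable NPC1-promoter luciferase Huh7 line; cpd (DMSO) 24 h, 37 °C, 5% CO2; Amplite luciferase reagent 10 min RT; luminescence readout. qHTS format.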
Gal4-VP16 FLuc: VP16 counterscreen qHTS for inhibitors of ROR gamma transcriptional activity; Drosophila S2 Gal4-VP16 UAS-luciferase, luminescence, 20 h; Potency, µM (highest dose often 53.6 µM), without a hit: at the top dose activity, negative = inhibition, usual class: inhibitors; actives 3.5% (n = 310,000); AID 2546, 2010;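 further: Gal4-VP16 expression switched on by copper sulfate through the metallothionein promoter; on the % scale 0 is the no-effect control and ±100 the full control effect; nearly all actives have a fitted effect of over 50% in size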
MLL CXXC-DNA inh: qHTS Fluorescence Polarization Assay for Inhibitors of MLL CXXC domain - DNA interaction. Histone-lysine N-methyltransferase 2A (Homo sapiens), Q03164. MLL-CXXC / FITC-HOXA9 DNA fluorescence polarization. Potency, µM (doses to about 115 µM), for the others: at the top dose activity change, negative = inhibition, usual class: inhibitors. actives 0.037% (n = 290,000). AID 2662, 2010; active means well fitted inhibition curve with a large enough effect in the polarisation, with a control signal flat, not every such curve was filed as active; inconclusive means small, poorly fitted or top-dose-only effect, or effect the other way, or a change in a side signal; inactive means no such curve, though single readings can be large or run the other way; the % refers to the polarisation
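Purified MLL-CXXC (added from a 7 uM solution) was preincubated 5 min at ambient with pinned compounds in 50 mM Tris-HCl pH 7.5, 50 mM NaCl, 1 mM DTT, 0.05% BSA. Fluorescein-labeled HOX-A9 DNA (50 nM solution) followed, 30 min, then polarization read.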
BRCA1 expr act: qHTS Assay to Identify Small Molecule Activators of BRCA1 Expression; MCF7-BRCA1-FFLuc reporter, luminescence, 48 h; response scale: scaled: vehicle 0%, 10 µM genistein 100%; Potency, µM (series often up to 46.1 µM), for the others: at the top dose activation, usual class: activators; actives 1.1% (n = 380,000); AID 624202, 2012; further: nearly all actives have a fitted effect of over 80% in size; some results filed as inactive show a strong effect at the top dose
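MCF7-BRCA1-FFLuc cells, 2000/well in phenol-red-free MEM, attached 2 h then treated 48 h at 37 C. Luciferase luminescence read 15 min after reagent; normalized to genistein maximum activation (10microM) and DMSO, concentration-response fitted.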
p53 reactivator: qHTS assay for re-activators of p53 using a Luc reporter | H1299 p53-A138V BP100-luciferase reporter, luminescence, 24 h | Potency, µM (titrated, usually from 92.2 µM), for the others: top-dose activity change, positive = activation, hits mostly activators | actives 0.063% (n = 320,000); further: % of control where 0% means no effect; nearly all actives have a fitted effect of over 45% in size
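p53-null H1299 cells stably carrying temperature-sensitive p53-A138V and a BP100-luciferase reporter were pinned with compounds (4-point, 1:5 series) and held 24 hrs at 37 deg C. Luminescence was read 10 min after detection reagent.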
FLuc counter: qHTS profiling assay for firefly luciferase inhibitor/activator using purifed enzyme and Km concentrations of substrates (counterscreen for miR-21 project); purified FLuc, Km substrates, luminescence inhibition; Potency, µM (titrated, usually from 57.5 µM), inactives show top-dose activity change, negative = inhibition, actives largely listed as inhibitors; actives 6.9% (n = 360,000);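 further: plate controls were vehicle for no effect and reference inhibitor for full effect; nearly all actives have a fitted effect of over 55% in size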
Target sequence (P08659 whole entry, looked up): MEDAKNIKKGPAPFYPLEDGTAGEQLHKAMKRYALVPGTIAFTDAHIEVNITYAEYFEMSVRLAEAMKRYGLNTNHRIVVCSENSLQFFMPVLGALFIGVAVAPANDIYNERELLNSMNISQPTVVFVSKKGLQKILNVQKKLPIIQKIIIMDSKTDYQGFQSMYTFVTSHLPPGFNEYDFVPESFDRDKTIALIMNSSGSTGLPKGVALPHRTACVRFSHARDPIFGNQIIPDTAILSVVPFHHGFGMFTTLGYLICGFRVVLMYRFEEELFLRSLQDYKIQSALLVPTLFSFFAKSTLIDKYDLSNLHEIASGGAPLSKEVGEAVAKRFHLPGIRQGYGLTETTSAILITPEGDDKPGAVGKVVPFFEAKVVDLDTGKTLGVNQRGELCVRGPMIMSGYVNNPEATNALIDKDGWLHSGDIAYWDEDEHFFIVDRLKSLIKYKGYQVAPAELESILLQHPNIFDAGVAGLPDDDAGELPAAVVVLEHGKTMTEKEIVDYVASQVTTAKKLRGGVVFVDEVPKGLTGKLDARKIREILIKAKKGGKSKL
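Purified P. pyralis luciferase, 10 nM final, with Km-level 10 uM D-luciferin and 10 uM ATP in 50 mM Tris acetate pH 7.5, 10 mM Mg acetate, 0.01% Tween-20, 0.05% BSA; 6-point qHTS titration about 60 µM downward; luminescence read.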
ELG1 genotox: qHTS screen for small molecules that induce genotoxicity in human embryonic kidney (HEK293T) cells expressing luciferase-tagged ELG1. Potency, µM (doses to about 46 µM), for inactives: at the top dose activity change, positive = activation, hits mostly activators. actives 1.3% (n = 330,000). HEK293T ELG1-luciferase reporter, luminescence, 16 h; further: % of control where 0% means no effect; nearly all actives have a fitted effect of over 60% in size
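Luminescence read-out: rising ELG1-luciferase signal, reflecting elevated ELG1 protein under genetic stress, flags genotoxic compounds. Cells were treated for 16 hr at 37 °C before ONE-Glo detection.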
Active calls of the source: *; [ ] = remark or other dose. Unless noted, the call rests on the fitted dose curve; in most records, active means well fitted curve in the direction sought with a large enough effect; inconclusive means small, poorly fitted or top-dose-only effect, or another doubt; inactive means no such curve, though single readings can be large; an effect the other way counts as inactive or inconclusive. Potency means the concentration at half of the fitted maximal effect.

Preview, 2 compounds:
Results for CS(=O)(=O)NN1C(=O)c2ccccc2NC1c1c[nH]c2ccccc12 (stereo not drawn) ?
Rab9 promoter act: -3%; uPA generation: -3%; MBNL1 CUG block: -8%; RORgamma inh: 11%; NPC1 prom act: -3%; Gal4-VP16 FLuc: 0%; MLL CXXC-DNA inh: 11%; BRCA1 expr act: -40%; p53 reactivator: -12%; FLuc counter: 0%; ELG1 genotox: -1%

How did O=C(NC1CCCCC1)N(Cc1ccc(F)cc1)Cc1nc2ccccc2c(=O)[nH]1 do in these assays?
Rab9 promoter act: 17%; uPA generation: -1%; MBNL1 CUG block: -3%; RORgamma inh: -20%; NPC1 prom act: -1%; Gal4-VP16 FLuc: -5%; MLL CXXC-DNA inh: -3%; BRCA1 expr act: 0%; p53 reactivator: 1%; FLuc counter: 4%; ELG1 genotox: -7%

The whole of this part (from the top)
Results for CS(=O)(=O)NN1C(=O)c2ccccc2NC1c1c[nH]c2ccccc12 (stereo not drawn) ?
Rab9 promoter act: -3%; uPA generation: -3%; MBNL1 CUG block: -8%; RORgamma inh: 11%; NPC1 prom act: -3%; Gal4-VP16 FLuc: 0%; MLL CXXC-DNA inh: 11%; BRCA1 expr act: -40%; p53 reactivator: -12%; FLuc counter: 0%; ELG1 genotox: -1%

How did O=C(NC1CCCCC1)N(Cc1ccc(F)cc1)Cc1nc2ccccc2c(=O)[nH]1 do in these assays?
Rab9 promoter act: 17%; uPA generation: -1%; MBNL1 CUG block: -3%; RORgamma inh: -20%; NPC1 prom act: -1%; Gal4-VP16 FLuc: -5%; MLL CXXC-DNA inh: -3%; BRCA1 expr act: 0%; p53 reactivator: 1%; FLuc counter: 4%; ELG1 genotox: -7%

How did Cc1nc(SCc2ccc(Cl)c(Cl)c2)n[nH]1 do in these assays?
Rab9 promoter act: 3%; uPA generation: -13%; MBNL1 CUG block: -3%; RORgamma inh: 13%; NPC1 prom act: 20%; Gal4-VP16 FLuc: 12%; MLL CXXC-DNA inh: 1%; BRCA1 expr act: inconclusive; p53 reactivator: 6%; FLuc counter: inconclusive; ELG1 genotox: 10%

What do the screens show for `CCOc1cc(/C=C(\C#N)c2[nH]nc(N)c2C#N)ccc1O`?
Rab9 promoter act: 5%; uPA generation: -7%; MBNL1 CUG block: inconclusive; RORgamma inh: 20%; NPC1 prom act: -1%; Gal4-VP16 FLuc: inconclusive; MLL CXXC-DNA inh: 87%[activator]; BRCA1 expr act: -58%; p53 reactivator: 5%; FLuc counter: -6%; ELG1 genotox: inconclusive

Results for COc1ccc(/C(O)=C2\C(=O)C(=O)N(c3cc(C)on3)C2c2ccccc2OC)cc1 (stereo not drawn) ?
Rab9 promoter act: -5%; uPA generation: -3%; MBNL1 CUG block: inconclusive; RORgamma inh: -5%; NPC1 prom act: 0%; Gal4-VP16 FLuc: -1%; MLL CXXC-DNA inh: 9%; BRCA1 expr act: -9%; p53 reactivator: -9%; FLuc counter: 6%; ELG1 genotox: -11%

What do the screens show for `CC(C(=O)Nc1ccc(Br)cc1)N(C)CC(=O)NCc1ccco1` (stereo not drawn)?
Rab9 promoter act: -1%; uPA generation: -5%; NPC1 prom act: 0%; BRCA1 expr act: -6%; p53 reactivator: -5%; FLuc counter: -2%; ELG1 genotox: -2%

What do the screens show for `CC(=O)N1CCC(=NNC(=O)c2cccs2)CC1`?
Rab9 promoter act: -3%; uPA generation: -4%; MBNL1 CUG block: -1%; RORgamma inh: 22%; NPC1 prom act: -3%; Gal4-VP16 FLuc: -3%; MLL CXXC-DNA inh: 9%; BRCA1 expr act: 63%; p53 reactivator: inconclusive; FLuc counter: inconclusive; ELG1 genotox: inconclusive

What do the screens show for `COc1ccccc1NC(=O)c1csc2c1CCCC2`?
Rab9 promoter act: -1%; MBNL1 CUG block: -4%; RORgamma inh: 5%; NPC1 prom act: 0%; Gal4-VP16 FLuc: -7%; MLL CXXC-DNA inh: -3%; BRCA1 expr act: 1%; p53 reactivator: 1%; FLuc counter: 19µM*; ELG1 genotox: 0%

How did Cc1ccc(N2CC(C(=O)Nc3nnc(SCc4ccccn4)s3)CC2=O)cc1 (stereo not drawn) do in these assays?
Rab9 promoter act: 4%; uPA generation: 2%; MBNL1 CUG block: -2%; RORgamma inh: inconclusive; NPC1 prom act: -1%; Gal4-VP16 FLuc: 0%; MLL CXXC-DNA inh: inconclusive; BRCA1 expr act: -4%; p53 reactivator: 13%; FLuc counter: 4%; ELG1 genotox: -2%

How did COC(=O)c1c(SCc2cccc3ccccc23)nc(=O)[nH]c1C do in these assays?
Rab9 promoter act: 2%; uPA generation: -1%; MBNL1 CUG block: 4%; RORgamma inh: 11%; NPC1 prom act: -3%; Gal4-VP16 FLuc: 11%; MLL CXXC-DNA inh: 7%; BRCA1 expr act: 0%; p53 reactivator: -2%; FLuc counter: 5%; ELG1 genotox: -3%

Results for C=CCN1CCN(C(c2cccc(OC)c2OC)c2nnnn2CCC(C)C)CC1 (stereo not drawn) ?
Rab9 promoter act: -8%; MBNL1 CUG block: -2%; RORgamma inh: -1%; NPC1 prom act: -6%; Gal4-VP16 FLuc: 1%; MLL CXXC-DNA inh: inconclusive; BRCA1 expr act: 0%; p53 reactivator: -8%; FLuc counter: -2%; ELG1 genotox: -1%

Results for COc1ccc(/C=N/NC(=O)CNC(=O)c2ccc(S(=O)(=O)N3CCOCC3)cc2)c(OC)c1 ?
Rab9 promoter act: -3%; uPA generation: -6%; MBNL1 CUG block: 6%; RORgamma inh: 7%; NPC1 prom act: -1%; Gal4-VP16 FLuc: -4%; MLL CXXC-DNA inh: 10%; BRCA1 expr act: -8%; p53 reactivator: -3%; FLuc counter: 2%; ELG1 genotox: 1%

How did COC(=O)c1cccc(NC(=O)CSc2nnc(C)o2)c1 do in these assays?
Rab9 promoter act: 15%; uPA generation: -2%; MBNL1 CUG block: -4%; RORgamma inh: -6%; NPC1 prom act: -5%; Gal4-VP16 FLuc: 1%; MLL CXXC-DNA inh: 9%; BRCA1 expr act: -12%; p53 reactivator: 6%; FLuc counter: 0%; ELG1 genotox: 6%

What do the screens show for `Cc1cc(C)nc(SCc2nnc(SCC(=O)Nc3nccs3)n2C)n1`?
Rab9 promoter act: -2%; uPA generation: -5%; MBNL1 CUG block: -1%; RORgamma inh: -1%; NPC1 prom act: -1%; Gal4-VP16 FLuc: -5%; MLL CXXC-DNA inh: -1%; BRCA1 expr act: 10%; p53 reactivator: -5%; FLuc counter: 0%; ELG1 genotox: 0%

Results for CCCCCCCc1c(C#N)c(N)[nH]c(=S)c1C#N ?
Rab9 promoter act: -2%; uPA generation: -3%; MBNL1 CUG block: -1%; RORgamma inh: 8.9µM*; NPC1 prom act: 0%; Gal4-VP16 FLuc: -24%; MLL CXXC-DNA inh: -1%; BRCA1 expr act: -8%; p53 reactivator: 1%; FLuc counter: -3%; ELG1 genotox: -4%

Results for O=c1c(C(c2ccc(Br)cc2)c2c(O)nc3n(c2=O)CCCS3)c(O)nc2n1CCCS2 ?
Rab9 promoter act: 2%; uPA generation: -5%; RORgamma inh: -12%; NPC1 prom act: 0%; Gal4-VP16 FLuc: 14%; MLL CXXC-DNA inh: -2%; BRCA1 expr act: 0%; p53 reactivator: 0%; FLuc counter: 0%; ELG1 genotox: -1%

How did CC(=O)/C=C/c1ccccc1Oc1c(F)c(F)nc(F)c1F do in these assays?
Rab9 promoter act: 3%[1.84 µM]; uPA generation: inconclusive; MBNL1 CUG block: 2%; RORgamma inh: inconclusive; NPC1 prom act: -5%; Gal4-VP16 FLuc: 27%; MLL CXXC-DNA inh: inconclusive; BRCA1 expr act: -56%; p53 reactivator: inconclusive; FLuc counter: 1%; ELG1 genotox: inconclusive

Results for CC(C)n1c(NCc2ccc(N(C)C)cc2)nc2ccccc21 ?
Rab9 promoter act: -2%; uPA generation: 1%; MBNL1 CUG block: inconclusive; RORgamma inh: -2%; NPC1 prom act: 0%; Gal4-VP16 FLuc: -4%; MLL CXXC-DNA inh: -1%; BRCA1 expr act: 1%; p53 reactivator: 1%; FLuc counter: inconclusive; ELG1 genotox: -2%

An excerpt; the hit share may differ from the screen's.
